PPC-1+TRAIL kill: compounds killing PPC-1 cancer cells with TRAIL present, primary screen, TRAIL potentiator project, ATPLite luminescence, uHTS. PPC-1 cells + TRAIL, ATPLite viability luminescence. cell killing (% activity), % at 4 µM. hit rate 0.41% among 220,000;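 active = cell killing above 50% in the first pass at 4 µM, then a duplicate retest at 5 µM averaging 50% or more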;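 note: plate controls were cells with TRAIL plus DMSO for no effect and medium-only wells lacking cells for full effect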
L929 necroptosis: inhibitors of zVAD-triggered necroptosis, primary screen, L929 cells; L929 zVAD necroptosis rescue, ATP luminescence, 24 h; with zVAD 60 µM; viability rescue, % at 10 µM; hit rate 0.38% among 220,000;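 active = activation, scaled between plate controls, above about 75%, limit read from the data; inactive = activation under that limit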;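 note: 0% = zVAD with DMSO and 100% = DMSO alone without zVAD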
FXIIa inh: human FXIIa protease inhibitors, primary screen, biochemical, 1536-well; inhibition, % at 5 µM; purified FXIIa, Boc-QGR-AMC fluorogenic substrate, 2 h; Coagulation factor XII (Homo sapiens), P00748; hit rate 0.3% among 220,000; in the data active = inhibition above about 40%;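 note: 0% = enzyme with no compound and 100% = blank without enzyme; many of its hits are not listed in these tables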
TNF death inh: inhibitors of TNF-alpha triggered necroptosis, primary screen, cell-based, Jurkat FADD-/-, single concentration | Jurkat FADD-/- TNF necroptosis rescue, ATP luminescence, 24 h; 0 = TNF only, 100 = no-TNF cells | activation (protection from cell death), % at 10 µM | hit rate 0.068% among 220,000 | AID 463075, 2010;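 active = activation, meaning protection from cell death, of at least 50% relative to plate controls; inactive = activation below 50%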;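 note: necroptosis triggered by 40 ng/mL TNF-alpha added together with compound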
Wee1 degr inh: Wee1 degradation inhibitors, primary screen, cell-based, HeLa, Wee1K328M-luciferase, luminescence. Wee1-like protein kinase (Homo sapiens), P30291. AID 1321, 2008. hit rate 1.2% among 220,000. reporter increase, % at 5 µM. HeLa Luc-Wee1K328M stability; 100% = proteasome inhibitor MG132 effect;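 active = activation above the mean of all tested compounds plus 3 SD, set per screening run, cut at about 8.8% in these data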;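 note: cells exposed to compound for 20 h before luminescence read; 0% = DMSO alone and 100% = MG132 at 30 µM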
Target sequence (P30291 whole entry K328M): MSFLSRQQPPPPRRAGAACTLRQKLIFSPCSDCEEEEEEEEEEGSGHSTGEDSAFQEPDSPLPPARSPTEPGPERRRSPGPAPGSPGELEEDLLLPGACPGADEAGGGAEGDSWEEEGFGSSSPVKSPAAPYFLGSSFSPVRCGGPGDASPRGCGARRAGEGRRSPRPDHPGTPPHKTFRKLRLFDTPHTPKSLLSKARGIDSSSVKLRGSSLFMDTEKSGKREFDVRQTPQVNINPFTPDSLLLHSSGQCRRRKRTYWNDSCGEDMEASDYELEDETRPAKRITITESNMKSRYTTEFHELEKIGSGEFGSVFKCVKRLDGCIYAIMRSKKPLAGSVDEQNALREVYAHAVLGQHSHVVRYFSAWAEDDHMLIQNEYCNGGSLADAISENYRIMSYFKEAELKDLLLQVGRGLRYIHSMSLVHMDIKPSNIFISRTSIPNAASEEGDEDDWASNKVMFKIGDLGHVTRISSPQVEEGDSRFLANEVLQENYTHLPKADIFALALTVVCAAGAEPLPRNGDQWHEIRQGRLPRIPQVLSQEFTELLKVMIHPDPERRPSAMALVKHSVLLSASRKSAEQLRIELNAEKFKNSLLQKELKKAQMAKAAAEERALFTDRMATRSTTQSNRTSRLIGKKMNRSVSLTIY
FXIa inh 1536: human FXIa protease inhibitors, primary screen, biochemical, 1536-well; purified FXIa, Boc-Glu-Ala-Arg-AMC fluorogenic substrate; inhibition, % at 5 µM; hit rate 0.14% among 220,000; AID 798, 2007;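 active = inhibition of at least 40%; inactive = inhibition below 40%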;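 note: fluorescence of freed AMC excited at 355 nm; 0% = enzyme without compound and 100% = no enzyme blank; many of its hits are not listed in these tables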
PGE2 EP2 inh: human EP2 receptor antagonists, primary screen, TR-FRET cAMP, C6 glioma cells; Prostaglandin E2 receptor EP2 subtype (Homo sapiens), P43116; C6 glioma cells expressing human EP2; cells stimulated with saturating PGE2; inhibition, % at 25 µM; hit rate 0.52% among 260,000; AID 1422, 2008;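 active = percent inhibition above 40 after rounding to a whole number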;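 note: rat C6 glioma host cells with rolipram phosphodiesterase inhibitor present; the protocol text gives 20 µM as final concentration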
Target sequence (P43116 whole entry, looked up): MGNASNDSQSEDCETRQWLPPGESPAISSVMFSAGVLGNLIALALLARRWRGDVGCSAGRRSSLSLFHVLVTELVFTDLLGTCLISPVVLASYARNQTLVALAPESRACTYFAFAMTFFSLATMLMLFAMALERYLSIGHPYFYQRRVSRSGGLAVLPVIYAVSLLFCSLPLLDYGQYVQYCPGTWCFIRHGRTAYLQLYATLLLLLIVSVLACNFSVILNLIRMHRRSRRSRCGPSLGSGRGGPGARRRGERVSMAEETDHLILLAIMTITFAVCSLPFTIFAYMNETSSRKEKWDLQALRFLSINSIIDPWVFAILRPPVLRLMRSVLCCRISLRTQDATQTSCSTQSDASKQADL
TbHK1 inh: Trypanosoma brucei hexokinase 1 inhibitors, primary screen, biochemical, G6PDH-coupled NADH absorbance, MLSCN library; inhibition, % at 10 µM; recombinant TbHK1, G6PDH-coupled NADH A340; AID 1430, 2008; hit rate 0.11% among 220,000; hexokinase 1 [Trypanosoma brucei];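 active = inhibition of 50% or more in the single-dose primary screen; inactive = inhibition below 50%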
CHOP inhibitor: inhibitors of CHOP promoter induction, primary screen, cell-based, unfolded protein response, luciferase reporter; AID 2732, 2010; CHO-K1 CHOP-promoter luciferase, tunicamycin-induced, 15-18 h; inhibition, % at 10 µM; hit rate 3.8% among 220,000;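 active = compounds that reduced the stress-induced luciferase reporter signal by more than about 70% of percent inhibition, limit read from the data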;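 note: 0% = tunicamycin plus vehicle and 100% = wells without tunicamycin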
* marks the source's active call; other numbers are inactive results; / = no result given; & = joins results of further samples. Only part of the results is shown; the hit share may differ from the screen's.

The opening 10 records, to show the layout:
Below each SMILES – PPC-1+TRAIL kill, L929 necroptosis, FXIIa inh, TNF death inh, Wee1 degr inh, FXIa inh 1536, PGE2 EP2 inh, TbHK1 inh, CHOP inhibitor
- C/C(Cl)=C/Cn1c(NCCN(C)C)nc2c1c(=O)n(C)c(=O)n2C
    15, -0.4, 8, -1.8, 1, 6, 10, -7, 30
- CNCc1ccccc1Sc1cc(O)ccc1O
    10, 3.4, 9, -8.7, 0, 2, 106*, -1, 33
- Cc1cccc(/C(N)=N/OC(=O)COc2ccc(Cl)cc2)c1
    8, -0.7, 1, 1.3, 2, -1, 6, -4, -1
- CN(C)CCCCCNCCCNC(=O)/C=N\O
    -12, -0.1, 9, -0.2, -3, 0, 8, -4, 9
- CCOC(=O)C(=CNc1cc(C)nn1-c1ccc(Cl)cc1)C(=O)OCC
    4, -0.8, 11, -3.9, 0, 2, 4, -19, 104*
- COc1ccc(-n2c(Cc3cccn3C)nnc2SCC(=O)Nc2ccc(C)cc2C)cc1
    6, 0.4, 6, 0.7, 0, 0, 6, -3, 8
- N#CCCN1CCN(C(=S)c2ccc(-c3cc(Cl)ccc3Cl)o2)CC1
    9, 0.3, 16, -1.5, 1, 3, /, -25, 61
- CC(C)CC(=O)N1CCN(C(=O)c2ccco2)CC1
    -17, 0.1, 4, 0.5, -2, -4, 5, -4, 2
- CC(=O)OCCCCCCCCCCC[N+]1(C)CCCCC1
    14, 11, 1, -1.2, -4, -7, 6, 9, 7
- CCCC1CC(C#N)N(N(C)C)C1=C(C#N)C#N (stereo not given)
    -12, 1.3, 6, 0.5, -1, 1, 10, 8, 3

Results, previewed entries included:
Below each SMILES – PPC-1+TRAIL kill, L929 necroptosis, FXIIa inh, TNF death inh, Wee1 degr inh, FXIa inh 1536, PGE2 EP2 inh, TbHK1 inh, CHOP inhibitor
- C/C(Cl)=C/Cn1c(NCCN(C)C)nc2c1c(=O)n(C)c(=O)n2C
    15, -0.4, 8, -1.8, 1, 6, 10, -7, 30
- CNCc1ccccc1Sc1cc(O)ccc1O
    10, 3.4, 9, -8.7, 0, 2, 106*, -1, 33
- Cc1cccc(/C(N)=N/OC(=O)COc2ccc(Cl)cc2)c1
    8, -0.7, 1, 1.3, 2, -1, 6, -4, -1
- CN(C)CCCCCNCCCNC(=O)/C=N\O
    -12, -0.1, 9, -0.2, -3, 0, 8, -4, 9
- CCOC(=O)C(=CNc1cc(C)nn1-c1ccc(Cl)cc1)C(=O)OCC
    4, -0.8, 11, -3.9, 0, 2, 4, -19, 104*
- COc1ccc(-n2c(Cc3cccn3C)nnc2SCC(=O)Nc2ccc(C)cc2C)cc1
    6, 0.4, 6, 0.7, 0, 0, 6, -3, 8
- N#CCCN1CCN(C(=S)c2ccc(-c3cc(Cl)ccc3Cl)o2)CC1
    9, 0.3, 16, -1.5, 1, 3, /, -25, 61
- CC(C)CC(=O)N1CCN(C(=O)c2ccco2)CC1
    -17, 0.1, 4, 0.5, -2, -4, 5, -4, 2
- CC(=O)OCCCCCCCCCCC[N+]1(C)CCCCC1
    14, 11, 1, -1.2, -4, -7, 6, 9, 7
- CCCC1CC(C#N)N(N(C)C)C1=C(C#N)C#N (stereo not given)
    -12, 1.3, 6, 0.5, -1, 1, 10, 8, 3
- CCOC(=O)N1CCN(C(=O)C(CC)n2nc(C)c3sc4ccccc4c3c2=O)CC1 (stereo not given)
    3, 0.1, 16, -6.5, 4, -1, 13, -10, 1
- COc1ccc(N2C(=O)CCC(C(=O)N3CCCCC3)C2c2ccc(F)cc2)cc1 (stereo not given)
    5, 0.1, 10, 0.7, -1, -6, 9, 3, 4
- CCCn1cc(S(=O)(=O)CC(=O)NC2CCCCC2)c2ccccc21
    -9, -0.3, 17, -0.5, -1, 9, 7, 5, -14
- COc1ccc(C2C(C(=O)N3CCC(C)CC3)c3ccccc3C(=O)N2C)cc1 (stereo not given)
    3, 1.5, 14, -1.5, 2, 8, 6, -2, 8
- CCOC(=O)CSc1nc(Nc2ccc3c(c2)OCO3)c2ccccc2n1
    6, -0.1, 15, -0.8, -2, 5, 6, -16, 26
- CC(C)C(NC(=O)c1cccs1)c1nnc(SCC(=O)Nc2nccs2)n1C (stereo not given)
    6, 0.3, 12, 1.9, -2, 3, 9, 4, 57
- Cc1cc(NC(=O)COn2nnc3ccc(Cl)cc32)no1
    -3, 1.1, 4, 1.3, 2, -8, 7, 3, 31
- O=C(COC(=O)c1cc(-c2ccco2)nc2ccccc12)NCc1ccccc1
    13, 0.0, 22, -1.6, -3, -2, 8, -16, -5
- CCOC(=O)C1=C(CN2CCC(C)CC2)NC(=O)NC1c1ccc(Cl)cc1 (stereo not given)
    -24, -0.2, 10, -1.0, 0, -3, 8, 6, 87*
- CCOC(=O)/C=c1\s/c(=C\c2ccccc2C)c(=O)n1CC(=O)NCc1ccc2c(c1)OCO2
    2, 1.7, -1, -0.2, -1, -12, 6, -6, 6

Carrying on:
Below each SMILES – PPC-1+TRAIL kill, L929 necroptosis, FXIIa inh, TNF death inh, Wee1 degr inh, FXIa inh 1536, PGE2 EP2 inh, TbHK1 inh, CHOP inhibitor
- CN1CCN(c2nc3c(c(=O)n(C)c(=O)n3C)n2Cc2cccc3ccccc23)CC1
    16, -0.4, 2, -1.0, 0, -4, 15, -7, 4
- O=C(CCN1C(=O)/C(=C\c2cccs2)SC1=S)Nc1ccccn1
    0, -0.1, 9, -0.4, 0, -4, 7, -9, -8
- CCc1c(C)nc(SCC(=O)N2C(C)CCCC2C)[nH]c1=O (stereo not given)
    14, 34, 3, -1.6, 2, -5, 9, -4, -12
- CN(C)S(=O)(=O)c1ccc(NC(=O)COC(=O)C2COc3ccccc3O2)cc1 (stereo not given)
    4, 0.5, 6, 0.5, 7, 0, 7, -6, -17
- O=C(NCCN1CCCCC1)c1ccc(Oc2cc(Cl)cc(Cl)c2)o1
    10, -0.5, 13, 2.1, 2, 1, 11, 0, 38
- Cc1cc(C(F)(F)F)nn1CC(=O)N1CCCCC1C (stereo not given)
    0, 0.8, 20, 1.9, 4, -5, 14, 7, 14
- Cc1ccc(OCCCC(=O)N2CCOCC2)cc1
    12, 0.6, 1, -0.5, 7, -3, 16, 0, 17
- Cc1cccc(C)c1NC(=O)C(c1ccc(Cl)cc1Cl)N1CCCCC1 (stereo not given)
    19, -0.2, -2, -4.4, -4, 1, 23, 4, 21
- COc1ccccc1NC(=O)c1ccc(CN2CCOCC2)cc1
    38, 2.7, 2, 2.4, -1, 1, 16, -4, 8
- O=[N+]([O-])c1cccc(NC(=S)NCc2ccncc2)c1
    19, 12, 9, 0.1, 0, 0, 6, 3, -3
- Cc1ccccc1OCCCn1c(=O)sc2ccccc21
    1, -0.1, 14, -0.9, 1, 3, 5&9, 5, 50
- CNC(=O)CSc1nnc(C2CC2)n1-c1ccccc1
    17, -0.4, 11, 0.2, 1, 0, 3, 4, -7
- Cn1c(-c2cc3ccc(OC(=O)C(C)(C)C)cc3oc2=O)nc2ccccc21
    8, 0.0, 19, -0.4, 1, 12, 8, -18, -31
- Cc1cc(C(=O)OCC(=O)N2CCc3ccccc32)c(C)o1
    40, 0.4, 8, 7.0, 6, -4, 12, 2, 82*
- CC(C(=O)N1CCc2ccccc21)N1CCc2ccccc2C1 (stereo not given)
    -2, 0.0, 12, -0.2, 0, 2, 5, -6, 11
- CN(C(=O)c1ccc2c(c1)CCN2S(C)(=O)=O)c1ccccc1
    -2, -0.6, 7, -3.1, -2, 1, 7, -1, 9
- CC1CCC(C(C)C)C(OC(=O)C[n+]2cc(-c3ccc(Cl)cc3)n3c2CCC3)C1 (stereo not given)
    6, -0.1, 5, -1.9, 1, -4, 15, 13, -3
- CS(=O)(=O)c1ccc2nc(NC(=O)c3ccc(Cl)nc3)sc2c1
    15, -2.9, 12, 0.9, -2, 4, 10, -40, -17
- Cc1cc2cc(CCNC(=O)C(C)C)c(=O)[nH]c2cc1C
    /, -0.2, /, -0.9, 1, /, 5, -18, /
- COc1ccc(S(=O)(=O)N2CCN(CCC(=O)Nc3ccccc3F)CC2)cc1
    -2, -0.5, 13, 1.1, 1, 0, 9, -4, 10

(listing goes on)
| mol | PPC-1+TRAIL kill | L929 necroptosis | FXIIa inh | TNF death inh | Wee1 degr inh | FXIa inh 1536 | PGE2 EP2 inh | TbHK1 inh | CHOP inhibitor |
| --- | --- | --- | --- | --- | --- | --- | --- | --- | --- |
| CCCNc1nc(N)nc(-c2cc(Cl)ccc2OC)n1 | 16 | -0.5 | 12 | -0.6 | -1 | 2 | 11 | -3 | 17 |
| Cc1cc(C)cc(Oc2ccc(C(F)(F)F)cc2C#N)c1 | -2 | -0.9 | 13 | -0.2 | 5 | -13 | 11 | 2 | 57 |
| CO/N=C(/CS(=O)c1ccc(Br)cc1)c1ccc(OC)cc1 (stereo not given) | -1 | -0.5 | 12 | 0.3 | -1 | 1 | 10 | 0 | -33 |
| CCc1ccc(C(=O)COC(=O)c2cncc(Br)c2)cc1 | -2 | 1.1 | 10 | 1.6 | 4 | 4 | 5 | -1 | 38 |
| Cc1ccccc1C(=O)Nc1ccccc1N1CCCCC1 | 13 | -0.9 | 4 | -0.8 | -2 | 2 | 7 | 0 | 88* |
| Cc1cc[n+](-c2nc3ccccc3nc2C(=C=[N-])C#N)cc1 | -8 | 0.0 | 9 | -3.2 | -3 | 3 | 8 | -6 | 2 |
| Cc1ccc(C2c3c(oc4ccccc4c3=O)C(=O)N2c2nncs2)cc1 (stereo not given) | 10 | 0.7 | 5 | 1.5 | -3 | 0 | 8 | -14 | 31 |
| O=C(COC(=O)CCC(=O)c1ccc(F)cc1)Nc1ccc(F)cc1F | 4 | 1.5 | 1 | -0.3 | 1 | -6 | 3 | -4 | 2 |
| COc1cc(OC)cc(C(=O)Nc2ccc(NC(=O)c3ccco3)c(Cl)c2)c1 | 19 | 0.9 | 11 | -0.5 | 9.7* | 0 | 7&6 | -4 | -58 |
| COc1ccc(Oc2cccc(Cl)c2CNC(=O)CSCC(=O)O)cc1 | 16 | 1.0 | 2 | -0.3 | 0 | -3 | 7 | -15 | 15 |
| Nc1ccc(CC2SC(=O)NC2=O)cc1 (stereo not given) | 10 | 1.0 | 4 | 1.4 | 6 | -5 | 15 | 3 | 4 |
| COc1cc(C2C=C(Nc3ccccc3)C(=O)N2c2ccccc2)ccc1O (stereo not given) | 13 | 1.2 | 8 | 2.3 | 3 | 7 | 11 | -2 | 27 |
| Cc1ccc(C(=O)C(C)OC(=O)c2cc3cc([N+](=O)[O-])ccc3oc2=O)cc1 (stereo not given) | 0 | -0.2 | 25 | -1.5 | -1 | 15 | 9 | 0 | -14 |
| O=C(N/N=C/c1c[nH]c2c1ccc1ccccc12)c1ccc([N+](=O)[O-])cc1 | 16 | 0.3 | 5 | -0.4 | 0 | 0 | 8 | -4 | -17 |
| Cc1nn(C)c(C)c1S(=O)(=O)N(CC(=O)NC1CCCCCC1)c1ccc(C(C)C)cc1 | 3 | 0.2 | 6 | 0.3 | -2 | 1 | 17 | -2 | 45 |
| O=C(NC12CC3CC(CC(C3)C1)C2)N1CCCC(CO)C1 (stereo not given) | -5 | -0.4 | 14 | 0.5 | 0 | 3 | 14 | 10 | 18 |
